# Cav32 inh: blocks human Cav3.2 T-type calcium channel; B-score at 10 µM; Cav3.2-expressing cells, Fluo-4 calcium fluorescence FDSS; stronger effect = lower value; 100,000 tested, 4% active;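 active = single-dose well whose peak fluorescence ratio is a statistical outlier from its plate by either plate-standardised score or position-corrected B-score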
# Starred values were filed as active, the others as inactive. Some of the compounds tested; the hit share may differ from the screen's.
canonical_smiles | Cav32 inh
O=C(Nc1cccc(Cl)c1)c1ccncc1 | 1.33
CCCS(=O)(=O)N1CCCC(C(=O)NCCN(CC)CC)C1 (stereo not given) | 0.885
CC(C)NC(=S)NNC(=O)C12CC3CC(CC(C3)C1)C2 | 0.91
O=S(=O)(NCC(c1ccccc1)N1CCNCC1)c1ccc(Cl)cc1 (stereo not given) | -1.09
CCOc1cc(C(=O)OCc2ccc(C(=O)OC)o2)cc(Br)c1OC | -2.21
Cc1ccnc(NC(=O)c2cc(-n3cnnc3)ccc2Cl)c1 | 0.751
COc1cccc(Nc2nc(-c3ccc4c(c3)OCCO4)cs2)c1 | -1.74
C=CCn1c(-c2ccc3[nH]c(C)c(C)c3c2)n[nH]c1=S | 0.0212
CCCCN(CC)S(=O)(=O)c1ccc(C(=O)Nc2nnc(COC)o2)cc1 | -0.209
CCOc1ccccc1Oc1coc2cc(OC)ccc2c1=O | 0.523
CCOC(=O)N1CCN(c2cc(=O)n(-c3ccc(OC)cc3)c(=O)[nH]2)CC1 | -1.2
COc1ccccc1Nc1nc(N)nc(CSc2ncccn2)n1 | -0.473
CCOc1ccc(N2C(=O)CC(SC(=NC)Nc3ccc4c(c3)OCO4)C2=O)cc1 (stereo not given) | 0.0962
COC(C[C@@H](O)C[C@H](O)[C@@H](C)OCc1ccccc1)OC | 0.382
O=C(CSc1nnc(COc2cccc3cccnc23)o1)c1ccc(F)cc1 | 0.232
Cc1cc(=O)oc2cc(OCC3CC(c4ccc(Cl)cc4)=NO3)ccc12 (stereo not given) | -0.0107
O=C(NC(Cc1ccccc1)c1ccc2c(c1)OCCCO2)c1ccccc1 (stereo not given) | -0.237
Cc1ccc(SCc2ccc(C(=O)Nc3cc([N+](=O)[O-])ccc3C)cc2)cc1 | -1.12
CCn1cc(C2=NC(C)(C)CO2)c2ccccc21 | 0.0441
C=CCNc1nc2ccccc2nc1NS(=O)(=O)c1cccs1 | -0.0121
COc1ccccc1S(=O)(=O)Cc1ccc(C(=O)NC(C)c2ccc3c(c2)OCCO3)o1 (stereo not given) | 0.575
COC(=O)C1=C(C)OC(N)=C(C#N)C1c1cc(C)sc1C (stereo not given) | 0.0903
Cc1ccc2[nH]c(CCN(C)C)c(CC#N)c2c1 | 1.62
O=C1CCC([N+](=O)[O-])C(c2ccc(Cl)cc2Cl)N1 (stereo not given) | 0.03
Fc1ccc(Cl)cc1/C=N/n1cnnc1SCc1ccccc1 | -1.2
C#CC1(O)CC(C)N(C)C(C)C1 (stereo not given) | 0.953
CC1=C(/C=C/C(C)=C/C=C/C(C)=C\C(=O)O)C(C)(C)CCC1 | -0.00162
CCn1c(SCC(=O)Nc2ccc3c(c2)OCO3)nnc1-c1cnccn1 | 1.42
Cn1cccc1CNC(=O)Nc1ccc(Cl)c(Cl)c1 | -3.18
c1cc2c(cc1Cn1cnnn1)OCO2 | 0.263
COc1cccc(C2CC(c3ccc(Cl)cc3)Nc3nc(N)nn32)c1 (stereo not given) | 0.145
O=C(NCCCN1CCOCC1)c1c(O)c2ccccc2[nH]c1=O | 2.16
CS(=O)(=O)N1CCC(C(=O)Nc2ccccc2)CC1 | 0.215
COC(=O)c1cc(=O)n2c(-c3ccc(OC)cc3)csc2n1 | 0.67
CC(C)NC(=O)c1cccc(C(F)(F)F)c1 | -0.0543
CCOc1ncccc1C(=O)OCC(=O)NCCc1ccc(OC)cc1 | 0.0155
Cc1cc(C)n(-c2nc(-c3ccccc3)cs2)n1 | -0.0708
N#Cc1cc(Oc2cccnc2)c(Oc2cccnc2)cc1C#N | 1.34
CCCCc1c(O)nc(N2CCN(Cc3ccccc3)CC2)[nH]c1=O | 0.385
CCSc1nnc(Cc2cc(=O)[nH]c(=O)[nH]2)n1-c1cc(C)ccc1C | 0.407
CCOC(=O)c1ccc(NC(=O)c2nc[nH]c2C(=O)N2CCN(C(=O)OC(C)(C)C)CC2)cc1 | -0.191
N#Cc1ccc(CSc2nnc(NC(=O)C3CCCO3)s2)cc1 (stereo not given) | 0.709
CCOc1cc(/C=C(/C#N)c2nc3ccccc3[nH]2)ccc1OCc1ccc(C(=O)O)o1 | 0.356
CCOc1ccc2nc(-c3ccccc3)nc(SCC(=O)Nc3ncc(C)s3)c2c1 | -0.32
COC(=O)c1ccc(NC(=O)C(C)N2C(=O)c3ccccc3C2=O)cc1 (stereo not given) | -0.871
CC(=O)Nc1ccc(NC(=O)Cn2cnc3c(cnn3C(C)(C)C)c2=O)cc1 | -0.103
N#C/C(=C\c1cccc2ccccc12)c1nn(-c2ccccc2)c(N)c1C#N | 0.43
O=C1CCCc2c1nc(-c1ccco1)n2O | 0.259
CC(C)Oc1ccc2nnnn2n1 | 0.0581
Cc1cccn2cc(CCNC(=O)c3ccco3)nc12 | -0.129
c1ccc(Oc2ncnc3oc(-c4ccccc4)cc23)cc1 | 0.134
Cc1nc2cc(S(=O)(=O)N3CCC(C(=O)O)CC3)ccc2n1C1CCCC1 | 0.771
Cc1ccc(C(=O)COC(=O)CNC(=O)C(c2ccccc2)c2ccccc2)cc1[N+](=O)[O-] | -0.71
CCN1CCN(CC(=O)Nc2sc3c(c2C#N)CCC(C)C3)CC1 (stereo not given) | 0.0567
CCCNC(=O)Nc1ccccc1C(=O)Nc1ccc(OC)cc1 | -0.842
Fc1ccccc1N1CC(c2ccccc2)C(c2cccs2)=N1 (stereo not given) | -1.74
CCOc1ccc(N=C2NC(=O)S/C2=C\c2ccc(OC)cc2)cc1 | -1.9
CN(C)C(=O)c1cn(-c2ccccc2)nc1-c1cccs1 | 0.00802
CCOc1ccc(NC(=O)CCN2CCN(S(=O)(=O)c3cc(Cl)ccc3OC)CC2)cc1 | -1.29
O=C(CCCCCCN1C(=O)c2ccccc2C1=O)Nc1nccs1 | -0.57

# Other entries follow:
canonical_smiles | Cav32 inh
CCCC1CC(c2csc(N)n2)CCO1 (stereo not given) | 1.08
Cc1cc(C)c(C#N)c(SCC(=O)Nc2ccc(S(=O)(=O)Nc3onc(C)c3C)cc2)n1 | 1.19
CC1CN(c2oc(Cc3cccc4ccccc34)nc2C#N)CC(C)O1 (stereo not given) | -1.57
O=C(c1cccs1)N1CCCc2ccccc21 | 0.19
O=C(Oc1ccc2ccccc2c1)c1cncc(Br)c1 | -1.7
O=c1c2ccccc2nc(SCc2cn3ccsc3n2)n1-c1ccc(F)cc1 | -2.6
CC1=Nn2c(nc(-c3ccccc3)c2-c2ccccc2)NC(=O)C1Br (stereo not given) | 0.814
Cc1ccccc1NC(=O)/C(=C/c1ccco1)c1ccccc1 | -1.73
O=C(c1cccs1)N1CCC(c2nc(-c3ccc(S(=O)(=O)N4CCOCC4)cc3)no2)CC1 | 0.0854
O=C(Nc1cc(C(F)(F)F)ccc1N1CCCCC1)c1cccc([N+](=O)[O-])c1 | -0.781
COCC(C)n1c(C)cc(C(=O)CSc2ccc(NC(C)=O)cc2)c1C (stereo not given) | 0.0655
C=C(C)c1cccc(C(C)(C)NC(=O)NCC2COCCO2)c1 (stereo not given) | 0.183
O=C(NCc1ccccc1)/C(NC(=O)c1ccccc1)=C(/Sc1ccccn1)c1ccccc1 | -0.00211
O=C(Nc1ccccc1)c1ccc(NCc2ccco2)c(S(=O)(=O)N2CCOCC2)c1 | -3.28
CCOC(=O)N1CCN(C(=O)c2ccc3nc(N4CCC(C)CC4)sc3c2)CC1 | -0.789
COc1cc(S(=O)(=O)N2CCOCC2)c(OC)c(S(=O)(=O)N2CCOCC2)c1 | 1.03
COc1c2ccoc2c(OC)c2oc(=O)ccc12 | -2.56
CCOC(=O)Cc1csc(SCc2nc3sc4c(c3c(=O)[nH]2)CCC4)n1 | -1.55
O=C1c2ccccc2NC(c2ccc3c(c2)OCO3)N1O (stereo not given) | -0.463
COc1ccc(COc2cc(-c3cccc(OC)c3)nc3ccc(NC(=O)c4ccccc4)cc23)cc1 | 0.131
COCCn1c(SCC(=O)Nc2ncc(Cl)c(C)c2Cl)nc2ccccc21 | -1.23
N#Cc1cc(N)ccc1Sc1ccc(Cl)cc1 | -3.56
CC1CCN(C(=O)CNC(=O)c2ccc(Cl)cc2Cl)CC1 | 0.224
O=C1C(=O)N(c2ccccc2)c2ccccc21 | -1.32
O=C(CN1CCN(S(=O)(=O)c2ccccc2)CC1)NC(=O)NCc1ccccc1 | 1.1
O=C(NC1CC1)C(=O)c1c(-c2ccccc2)[nH]c2ccccc12 | 0.258
CC1CCCC(C)N1C(=O)c1cccc2c1-c1ccccc1/C2=N/O (stereo not given) | -6.39*
CCOC(=O)C(C)Sc1nnc(CNC(=O)c2ccc(OC)cc2)n1C1CCCCC1 (stereo not given) | -1.5
CCC(=O)NCCCCCCNC(=O)CC | 0.597
O=C(CSC1=NCCS1)Nc1ccnc2ccccc12 | -1.3
O=C(NCCn1ccc2ccccc21)c1ccc(S(=O)(=O)N2CCCCC2)cc1 | -1.86
COc1cccc(NC(=O)CSc2nc(C)cs2)c1 | -0.517
S=c1[nH]nc(C2CC2)n1Cc1ccco1 | 0.665
Cc1ccc(S(=O)(=O)c2nc(-c3ccc(F)cc3)oc2SCC(=O)NCC2CCCO2)cc1 (stereo not given) | 0.797
O=C(NCCc1csc(-c2cccnc2)n1)c1ccccc1 | 0.148
CC1(C)NC(=O)N(CCCOc2ccc(Br)cc2Cl)C1=O | -1.11
Cc1ccc([N+](=O)[O-])cc1NC(=O)c1ccc(C(C)(C)C)cc1 | -2.26
Cc1nc2nc(C)c(CCC(=O)N3CCOCC3)c(C)n2n1 | -0.771
O=C1C=C(Nc2cccc(Cl)c2)CC(c2ccco2)C1 (stereo not given) | -1.92
CCc1cccc(C)c1NC(=O)CSc1nc2ccccc2n1CC(=O)N(C)C | 0.332
COc1ccc(N2CCN(CC(=O)Nc3cc(C)on3)CC2)cc1 | 0.703
CCOC(=O)c1ccccc1NC(=O)CSc1ccccc1 | -1.98
CC(C)(CSc1nncn1N)NS(=O)(=O)c1ccc(Cl)cc1 | 0.378
O=C(c1cc(-c2ccc(O)cc2)on1)N1CCc2ccccc2C1 | -6.23*
Cc1nnc(SCC(=O)NCc2cccs2)n1-c1ccccc1 | -0.172
CCc1cccc(C)c1NC(=O)c1ccoc1C | 0.297
Cc1cc(NC(c2cccnc2)c2c(C)[nH]c3ccccc23)no1 (stereo not given) | -0.236
CC1Cc2nc(SCC(=O)N3CCN(c4ccccc4)CC3)n(CCc3ccccc3)c(=O)c2S1 (stereo not given) | -3.89
CC1CCC(NC(=O)c2ccc3c(c2)S(=O)(=O)c2ccccc2C3=O)CC1 (stereo not given) | 0.34
CCOC(=O)C1=C(C)NC(C)=C(C(=O)OCC)C1c1ccccc1/C=C/C(=O)OC(C)(C)C | -4*
O=c1[nH][nH]c(C(F)(F)F)c1C=Nc1ccccc1 | 0.0117
CCOC(=O)C1=C(C)NC2=C(C(=O)CCC2)C1c1ccsc1 (stereo not given) | 0.266
CCCC(=O)Nc1nnc(-c2ccco2)s1 | 0.115
CCC1Sc2ccccc2N(CC(=O)NCc2ccc3c(c2)OCO3)C1=O (stereo not given) | -0.0445
CC1CCN(c2cc(N)c(Cl)cc2[N+](=O)[O-])CC1 | -3.15
CCN1CCN(c2c(Cl)cccc2NC(=O)c2ccc3c(c2)OCCO3)CC1 | 0.974
O=[N+]([O-])c1ccc(C2CCCC/C2=N/OCc2ccc(F)cc2)c([N+](=O)[O-])c1 (stereo not given) | -5.37*
CCOC(=O)c1nnc(-c2cccs2)nc1Oc1ccc(Cl)cc1 | -1.02
O=C(CSc1ccc(Cl)cc1)OCc1nnc(-c2ccccc2)o1 | -0.0559
CCN1CCN(C(=O)C2c3cc(OC)c(OC)cc3C(=O)N(C)C2c2ccc(SC)cc2)CC1 (stereo not given) | 0.0533

# Structures above printed as active in Cav32 inh:
canonical_smiles | Cav32 inh
CC1CCCC(C)N1C(=O)c1cccc2c1-c1ccccc1/C2=N/O (stereo not given) | -6.39*
O=C(c1cc(-c2ccc(O)cc2)on1)N1CCc2ccccc2C1 | -6.23*
CCOC(=O)C1=C(C)NC(C)=C(C(=O)OCC)C1c1ccccc1/C=C/C(=O)OC(C)(C)C | -4*
O=[N+]([O-])c1ccc(C2CCCC/C2=N/OCc2ccc(F)cc2)c([N+](=O)[O-])c1 (stereo not given) | -5.37*

# The listing continues:
canonical_smiles | Cav32 inh
CCOC(=O)N1CCN(C(=O)c2oc(=O)c3ccccc3c2-c2ccc(C)cc2)CC1 | -1.45
COc1ccc2cc1Oc1ccc(cc1)C[C@H]1c3cc(c(OC)cc3CCN1C)Oc1c(O)c(OC)cc3c1[C@H](C2)N(C)CC3 | 1.81
CC1(OC(=O)C2CCCC2)C(=O)C=C2C=C(c3ccsc3)N(Cc3ccccc3)C=C2C1=O (stereo not given) | -3.75
COc1ccc(CCNC(=O)CN(c2ccc(C)cc2)S(=O)(=O)c2c(C)noc2C)cc1OC | 0.186
CCNC(=O)C1CC(=O)N(c2ccc(Br)cc2)C1 (stereo not given) | -1.1
CCCOc1ccc(S(=O)(=O)NCCCN2CCOCC2)c2ccccc12 | 0.263
CC1CC(C)CN(C(=O)C2CCCN(S(=O)(=O)c3cccc4nonc34)C2)C1 (stereo not given) | -0.622
COc1ccc(C(=O)Nc2ccc3c(c2)nc(CN2CCN(C(C)=O)CC2)n3C)cc1 | 0.34
CN(c1ccccc1C(=O)Nc1ccccc1C(=O)NCc1ccco1)S(C)(=O)=O | -0.0741
CCC(C)NC(=O)C1CCN(S(=O)(=O)c2ccc(OC)cc2)CC1 (stereo not given) | 0.236
O=C(CSc1ncc(C(F)(F)F)cc1Cl)N1CCN(S(=O)(=O)c2ccccc2)CC1 | -4.06*

# Shown field by field: part of the list above.
> CC1CCN(c2cc(N)c(Cl)cc2[N+](=O)[O-])CC1
  Cav32 inh: -3.15

> N#Cc1cc(N)ccc1Sc1ccc(Cl)cc1
  Cav32 inh: -3.56

> CCOc1ncccc1C(=O)OCC(=O)NCCc1ccc(OC)cc1
  Cav32 inh: 0.0155

> Cc1ccccc1NC(=O)/C(=C/c1ccco1)c1ccccc1
  Cav32 inh: -1.73

# From PubChem BioAssay
